High-throughput results as filed in PubChem.
Eya2 phos inh: qHTS Assay for Inhibitors of the Phosphatase Activity of Eya2 | Protein phosphatase EYA2 (Homo sapiens), O00167 | recombinant Eya2, OMFP fluorescence dephosphorylation (OMFP is methylfluorescein phosphate) | Potency, µM (highest dose often 76.9 µM), for the others: at the highest dose activity, negative = inhibition, hits mostly inhibitors | actives 0.006% (n = 330,000) | AID 488837, 2010; also: potency is read from the fitted curve at half-maximal effect; % is scaled to controls: 0 for no effect and ±100 for the full control effect
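Eya2 protein (added as 0.2 uM solution) was preincubated with compound for 10 min at ambient temperature in 50 mM HEPES pH 7.5, 50 mM NaCl, 5 uM MgCl2, 0.05% BSA, 1 mM DTT. OMFP (added at 50 uM) then reacted 10 min; fluorescence read at 485/525 nm.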
S-ASM inh: Inhibitors of Secretory Acid Sphingomyelinase (S-ASM): qHTS. placental ASM, HMU-PC fluorogenic substrate, 60 min. Potency, µM (doses to about 57.5 µM), for inactives: top-dose activity change, negative = inhibition, hits mostly inhibitors. Sphingomyelin phosphodiesterase (Homo sapiens), P17405. actives 0.006% (n = 340,000); also: potency is read from the fitted curve at half-maximal effect
Target sequence (P17405 47-631 limits assumed): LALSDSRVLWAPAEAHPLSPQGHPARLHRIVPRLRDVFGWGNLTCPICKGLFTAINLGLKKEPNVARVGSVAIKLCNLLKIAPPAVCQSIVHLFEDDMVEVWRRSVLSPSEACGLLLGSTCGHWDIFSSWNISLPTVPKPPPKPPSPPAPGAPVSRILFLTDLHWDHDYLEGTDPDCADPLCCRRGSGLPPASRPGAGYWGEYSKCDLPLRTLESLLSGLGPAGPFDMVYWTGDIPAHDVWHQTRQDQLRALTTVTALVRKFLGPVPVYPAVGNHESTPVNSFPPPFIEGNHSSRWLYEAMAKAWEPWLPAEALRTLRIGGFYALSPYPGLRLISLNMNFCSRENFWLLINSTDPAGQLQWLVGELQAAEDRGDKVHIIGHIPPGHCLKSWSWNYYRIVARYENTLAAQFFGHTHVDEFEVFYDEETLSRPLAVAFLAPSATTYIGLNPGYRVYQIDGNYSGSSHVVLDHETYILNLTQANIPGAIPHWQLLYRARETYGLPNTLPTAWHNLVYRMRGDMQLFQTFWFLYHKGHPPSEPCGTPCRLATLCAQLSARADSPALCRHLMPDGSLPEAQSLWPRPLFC
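HMU-PC0 cleavage (9 uM final) by human placental ASM, 60 min at 37 °C following 10 min compound exposure at RT; stopped at pH 10, fluorescence Ex 386/Em 447 nm.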
TCR act: Activators of T cell receptors: qHTS campaign; primary human leukocytes, anti-CD3, IL-2 HTRF, 48 h; Potency, µM (titrated, usually from 9.22 µM), inactives show at the highest dose activation of IL-2 secretion, actives largely listed as activators; 330,000 tested, under 10 active; AID 504894, 2011; also: % of control where 0% means no effect
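Activity was scored as IL-2 release from primary human leukocytes given only a TCR signal (a-CD3 beads) plus compound for 48 hr. Detection used a two-antibody HTRF format read at 665nm.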
PTAP TSG101 blk: qHTS Assay for Iinhibitors of HIV-1 Budding by Blocking the Interaction of PTAP/TSG101; AID 493005, 2010; Potency, µM (highest dose often 115 µM), inactives show at the top dose activity change, negative = inhibition, usual class: inhibitors; Fluorescence polarization, FITC-PTAP peptide / Tsg101 binding; Tumor susceptibility gene 101 protein (Homo sapiens), Q99816; 340,000 tested, under 10 active; active = well fitted inhibition curve with a large enough effect in the main read-out, with a control signal flat, not every such curve was filed as active; inconclusive = small, poorly fitted or top-dose-only effect, or effect the other way, or a change in a side signal; inactive = no such curve, though single readings can be large or run the other way; also: potency is read from the fitted curve at half-maximal effect; % of control where 0% means no effect
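Fluorescence anisotropy tracks displacement of a FITC-tagged PTAP peptide (50 nM) from the Tsg101 binding domain (10 uM), following a 20 min room-temperature incubation at pH 7.5.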
Tb PFK inh: qHTS Assay to Find Inhibitors of T. brucei phosphofructokinase | T. brucei PFK, ADP-Glo luminescence | Potency, µM (titrated, usually from 57.5 µM), for the others: top-dose activity, negative = inhibition, actives largely listed as inhibitors | actives 0.17% (n = 330,000) | AID 485367, 2010;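 also: potency is read from the fitted curve at half-maximal effect; 0% = uninhibited 1x PFK enzyme wells and -100% = no-enzyme wells; nearly all actives have a fitted effect of over 60% in size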
Target sequence (O15648 whole entry, looked up): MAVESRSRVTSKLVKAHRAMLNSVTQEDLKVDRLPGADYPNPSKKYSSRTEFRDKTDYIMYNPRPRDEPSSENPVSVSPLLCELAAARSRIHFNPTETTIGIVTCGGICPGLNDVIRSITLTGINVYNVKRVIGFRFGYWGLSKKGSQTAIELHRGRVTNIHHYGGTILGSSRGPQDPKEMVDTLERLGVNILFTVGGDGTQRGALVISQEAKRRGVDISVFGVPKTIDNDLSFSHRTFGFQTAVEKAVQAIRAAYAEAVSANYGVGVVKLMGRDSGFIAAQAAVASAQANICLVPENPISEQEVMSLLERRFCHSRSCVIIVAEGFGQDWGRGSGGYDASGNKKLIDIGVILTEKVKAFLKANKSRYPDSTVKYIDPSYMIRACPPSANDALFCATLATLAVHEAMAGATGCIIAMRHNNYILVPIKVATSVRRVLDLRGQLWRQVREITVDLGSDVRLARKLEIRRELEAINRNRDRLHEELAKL
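Activity is normalized to no-enzyme wells (full inhibition) and 1.25 nM enzyme wells (no inhibition). Reaction: 0.5 mM F6P, 0.1 mM ATP, 45 min RT, ADP-Glo luminescence; concentration-response curves fitted and classed by quality.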
ELG1 repair inh: qHTS screen for small molecules that inhibit ELG1-dependent DNA repair in human embryonic kidney (HEK293T) cells expressing luciferase-tagged ELG1 | HEK293T ELG1-luciferase reporter, luminescence, 16 h; DNA damage induced by 5-fluorouridine | Potency, µM (doses to about 46.1 µM), for inactives: top-dose activity change, negative = inhibition, usual class: inhibitors | actives 2.3% (n = 330,000) | AID 504467, 2011; also: potency is read from the fitted curve at half-maximal effect; % is scaled to controls: 0 for no effect and ±100 for the full control effect; nearly all actives have a fitted effect of over 55% in size
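Quantitative HTS, concentration-response format. 2,000 cells/well co-treated with 5-fluorouridine and compound, 16 hr in 5% CO2 at 37 °C; ONE-Glo luminescence read after 30 min.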
a7 integrin act: qHTS for Activators of Integrin-Mediated Alleviation for Muscular Dystrophy; alpha7betagal myoblasts, beta-gal FDG fluorescence, 48 h; Potency, µM (titrated, usually from 38.3 µM), inactives show top-dose activation, actives largely listed as activators; actives 0.064% (n = 350,000); AID 624291, 2012;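 also: potency is read from the fitted curve at half-maximal effect; 100% = response of the positive control SU9516; nearly all actives have a fitted effect of over 60% in size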
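Alpha7betagal+/- myoblasts (passage 13) were plated 16-24 hr, then exposed to compounds (1:260 dilution of DMSO stock) for 48 hours at 37C. After MPER lysis, β-galactosidase reporter activity was read as FDG fluorescence (ex 480/em 540) after 30 minutes.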
TSHR antag: Antagonists of the Thyroid Stimulating Hormone Receptor: HTS campaign; Thyrotropin receptor (Homo sapiens), P16473; TSHR-expressing cells, TSH-stimulated cAMP HTRF, 2 h; active compounds read low; activity change, negative = inhibition, % at 11.5 µM; actives 0.2% (n = 330,000); AID 504810, 2011;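 active = activity change below a set negative limit, meaning inhibition stronger than a set level, cut at about -70% in these data; inconclusive = activity change between two set negative limits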; also: % is scaled to controls: 0 for no effect and ±100 for the full control effect
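Cell-based HTRF cAMP assay; TSHR cells + compound, TSH EC80 (4nM final), 2 h, 37 deg C. Lysis with anti-cAMP cryptate and cAMP-d2, 30 min RT, read 665/620 nm.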
Mito fusion yeast: qHTS Assay for Small Molecule Inhibitors of Mitochondrial Division or Activators of Mitochondrial Fusion; actives 0.23% (n = 320,000); Potency, µM (titrated, usually from 46.1 µM), inactives show top-dose growth rescue (activation), hits mostly activators; S. cerevisiae fusion-defective mutant growth rescue, CellTiterGlo 48 h; AID 485298, 2010;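 also: potency is read from the fitted curve at half-maximal effect; % of control where 0% means no effect; nearly all actives have a fitted effect of over 45% in size; temperature-sensitive fusion mutants such as fzo1-1 at 37 °C on non-fermentable ethanol glycerol medium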
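S. cerevisiae fusion-defective temperature-sensitive mutants (e.g. fzo1-1, mgm1-5) grown 48 h at 37C in YPEG (ethanol/glycerol non-fermentable) medium with 23 nl compound per well; growth rescue read as CellTiterGlo luminescence.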
BCR signal inh: qHTS Assay to Find Inhibitors of Chronic Active B-Cell Receptor Signaling; Potency, µM (doses to about 46.1 µM), for inactives: top-dose ratio change, negative = lower green/red ratio, usual class: inhibitors; actives 0.05% (n = 340,000); ABC-DLBCL IkBa-CBG/CBR reporter, luminescence ratio, 4 h; active = well fitted inhibition curve with a large enough effect in the signal ratio, with a control signal flat, not every such curve was filed as active; inconclusive = small, poorly fitted or top-dose-only effect, or effect the other way, or a change in a side signal; the % refers to the signal ratio;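 also: potency is read from the fitted curve at half-maximal effect; plate controls were basal doxycycline-induced cells for no effect and cells given 10 µM MG132 for full effect; MG132 reads +100%, hits lower the ratio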
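TMD8 ABC-DLBCL cells carrying doxycycline-inducible green luciferase fused to IkappaBalpha plus unfused red luciferase were exposed to compounds (up to 46 uM) for 4 hrs at 37C. Activity came from the overlap-corrected green/red luminescence ratio.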
A-T KAP1 phos: qHTS Assay for Identifying a Potential Treatment of Ataxia-Telangiectasia; […] A-T fibroblasts, KAP-1 phosphorylation AlphaLISA; neocarzinostatin DNA damage 30 min before lysis; Potency, µM (top dose mostly 57.5 µM), for the others: at the top dose activation, usual class: activators; actives 0.19% (n = 320,000); AID 485349, 2010; also: potency is read from the fitted curve at half-maximal effect; % of control where 0% means no effect; nearly all actives have a fitted effect of over 45% in size
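hTERT-immortalized A-T patient fibroblasts ([…]), 500 cells/well in OPTI-MEM, 1% FBS, got compounds for 60 min, then NCS for 30 min at 37C. Lysates were then assayed for phospho-KAP-1 by AlphaLISA (anti-pKAP1 donor, anti-KAP1 acceptor beads), 6 hr at 25C.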
* hit, by the source's call; u = inconclusive; x = not tested or not shown; [ ] = another dose, or the depositor's remark. Unless noted, calls follow the shape of the dose curve; as a rule, active = well fitted curve in the direction sought with a large enough effect; inconclusive = small, poorly fitted or top-dose-only effect, or another doubt; inactive = no such curve, though single readings can be large; an effect the other way counts as inactive or inconclusive.

SMILES | Eya2 phos inh | S-ASM inh | TCR act | PTAP TSG101 blk | Tb PFK inh | ELG1 repair inh | a7 integrin act | TSHR antag | Mito fusion yeast | BCR signal inh | A-T KAP1 phos
COc1ccc(N2CCN(C(=O)c3cccc(N4C(=O)C5C6C=CC(C6)C5C4=O)c3)CC2)cc1 (stereo not drawn) | 6% | 2% | -2% | 1% | 6% | -3% | -1% | 40 | -36%[inhibitor] | 9% | 10%
O=C(COc1ccc(/C=N/NS(=O)(=O)c2ccccc2)cc1)NCc1ccccc1 | -3% | -3% | 1% | -1% | 1% | -8% | 9% | 15 | 5% | -1% | 5%
O=C(Nc1cccn2ncnc12)c1cccc(C(F)(F)F)c1 | 5% | 1% | -2% | -10% | -5% | u | -8% | -5 | 8% | -24% | 1%
Cc1ccc(OCC(=O)N/N=C/c2cccn2C)cc1 | -17% | -1% | 4% | -1% | 0% | 4% | 9% | -2 | -3% | 5% | 1%
COc1ccccc1N(CC(=O)NCCSCc1ccccc1)S(C)(=O)=O | 1% | 4% | 11% | -9% | -3% | -24% | -6% | 5 | 0% | 1% | -9%
O=C1c2cccnc2C(Nc2ccccc2)N1Cc1ccco1 (stereo not drawn) | 23% | -3% | 0% | -1% | -26% | 21% | -11% | -4 | 1% | 16% | 2%
CCSc1sc(CC)cc1C=O | 12% | 1% | 9% | 0% | -5% | -2% | 7% | -5 | 6% | -7% | -1%
OCCC1CN(Cc2ccon2)CCN1Cc1ccc(F)c(F)c1 (stereo not drawn) | 0% | 2% | 1% | -6% | -6% | 9% | -2% | 9 | -8% | u | -1%
Cc1cccc(-n2cnc3cc(C(=O)N4CCCCC4)ccc32)c1 | -26% | 3% | -13% | -2% | -2% | u | 2% | -9 | 1% | u | 1%
O=C(Nc1ccccc1O)c1nc(Cl)ccc1Cl | -10% | 1% | x | -1% | 1% | 8% | 8% | -4 | 6% | u | 0%
Cn1nnnc1SCC(=O)N1CCN(Cc2ccccc2)CC1 | -4% | 5% | 1% | -6% | 0% | u | 10% | 4 | -3% | 4% | -2%
O=C(NCCc1c[nH]c2ccccc12)Nc1ccccc1 | 5% | -6% | x | -2% | -2% | 10% | 26% | -9 | 4% | u | -1%
CCO[C@@H]1OC(C(=O)NCc2ccccc2)=C[C@H](c2cn(C(C)=O)c3ccccc23)[C@H]1CCCO | -7% | -6% | 1% | -4% | -7% | 6% | -3% | 4 | 4% | 6% | 3%
Cc1c(Cl)cccc1NC(=O)CSC(N)=O | 14% | 3% | 1% | -4% | -3% | -9% | -6% | -2 | -4% | 5% | -1%
CCCC(=O)NCc1cc(-c2nn(C)c(=O)c3ccccc23)ccc1OC | 15% | 0% | -2% | -2% | -3% | u | 23% | -12 | 2% | -17% | -1%
COc1ccc(OC)c(-c2cnc(OC(C)(C)C)nc2OC(C)(C)C)c1 | -20% | 0% | 6%[46.1 µM] | -2% | 0% | 0% | 0% | -6 | 0% | u | 10%
Cc1c(NC(=O)COc2ccc(C(C)C)cc2)c(=O)n(-c2ccccc2)n1C | -19% | 2% | 1% | 1% | 1% | -11% | -1% | -5 | 2% | 7% | 9%
O=C(C1=C[C@@H](C2CCCCC2)C[C@@H](OCCCCO)O1)N1CCOCC1 | 9% | 3% | -3% | -2% | -7% | 9% | 21% | 8 | -1% | -2% | -5%
CCc1ccc(OC(C)C(=O)Nc2ccccc2C(=O)N2CCOCC2)cc1 (stereo not drawn) | -7% | 7% | -1% | x | -13% | -4% | 8% | 18 | -1% | 1% | 4%
COC(=O)c1ccsc1NC(=O)CCc1ccccc1 | -6% | -1% | 0% | 0% | -2% | u | -24% | -2 | 20% | u | 3%

Some of these compounds in order of length of the SMILES, largest number first:
SMILES | Eya2 phos inh | S-ASM inh | TCR act | PTAP TSG101 blk | Tb PFK inh | ELG1 repair inh | a7 integrin act | TSHR antag | Mito fusion yeast | BCR signal inh | A-T KAP1 phos
COc1ccc(OC)c(-c2cnc(OC(C)(C)C)nc2OC(C)(C)C)c1 | -20% | 0% | 6%[46.1 µM] | -2% | 0% | 0% | 0% | -6 | 0% | u | 10%
COc1ccccc1N(CC(=O)NCCSCc1ccccc1)S(C)(=O)=O | 1% | 4% | 11% | -9% | -3% | -24% | -6% | 5 | 0% | 1% | -9%
O=C(NCCc1c[nH]c2ccccc12)Nc1ccccc1 | 5% | -6% | x | -2% | -2% | 10% | 26% | -9 | 4% | u | -1%

Further records:
SMILES | Eya2 phos inh | S-ASM inh | TCR act | PTAP TSG101 blk | Tb PFK inh | ELG1 repair inh | a7 integrin act | TSHR antag | Mito fusion yeast | BCR signal inh | A-T KAP1 phos
COc1ccc(Oc2ccccc2C=O)cc1 | -8% | 0% | -6% | 0% | 0% | -11% | -11% | 13 | -1% | u | 3%
O=C(NCC1CCCO1)C(c1cccs1)N(C(=O)Cn1nnc(-c2cccs2)n1)C1CCCC1 (stereo not drawn) | -3% | 1% | 4%[46.1 µM] | -4% | -2% | -2% | 17% | -5 | -1% | 7% | u
CCNc1oc(-c2ccccc2F)nc1S(=O)(=O)c1ccccc1 | -10% | x | -5% | 0% | -1% | -7% | 26% | -3 | 3% | u | 13%
CCC(Oc1ccccc1)C(=O)Nc1ccccc1N1CCCCC1 (stereo not drawn) | 12% | -8% | -2% | 2% | -6% | -6% | -14% | -21 | -2% | 0% | 13%
COc1ccc(S(=O)(=O)NCCc2ccco2)cc1OC | 0% | 1% | 5% | -2% | -5% | u | 10% | 52 | -20% | -16% | 6%
Cc1ccc(C(C(=O)NC(C)(C)C)N(CCCN2CCOCC2)C(=O)c2ccc(-c3ccccc3)[nH]2)o1 (stereo not drawn) | 0% | -4% | 1% | 0% | 12% | -2% | 6% | 1 | -2% | u | 4%
O=C(CSc1ccc(-c2cccnc2)nn1)N1CCCC1 | -9% | -1% | x | -2% | -4% | u | 20% | 3 | 6% | 13% | -5%
CC1(C2CC2)NC(=O)N(CC(=O)N2CCN(c3ccc(F)cc3)CC2)C1=O (stereo not drawn) | 5% | 2% | 0% | -4% | 2% | u | 7% | 8 | -2% | -1% | 0%
Cc1cc(C)nc(N/N=C/C=C/c2ccccc2)n1 | -1% | 5% | 0%[46.1 µM] | -4% | 0% | u | 14% | -7 | 2% | u | -1%
O=C(CN1C(=O)c2cccc3cccc1c23)NCc1ccccn1 | 2% | 45%[activator] | -3% | -7% | -2% | 13% | -3% | 0 | 2% | 0% | 2%
O=C(c1cc(COc2ccc(F)cc2Cl)on1)N1CCC(c2ccncc2)CC1 | 1% | 2% | x | -5% | -2% | -7% | 0% | -4 | -4% | 8% | 6%
Cc1ccc(C(C)C)c(OCC(=O)NNC(=O)C2CSC3(C)CCC(=O)N23)c1 (stereo not drawn) | -17% | 0% | -4% | -9% | 0% | 12% | -17% | -2 | -3% | -4% | -7%
O=C(NC1CCCCC1)C1CCCN1S(=O)(=O)c1cccc2nsnc12 (stereo not drawn) | -41% | 4% | -2% | 0% | 0% | 3% | 4% | 3 | -2% | 0% | 3%
CCCc1cc(-c2nc(-c3ccc(C)cc3)cs2)ccn1 | -9% | u | -4%[46.1 µM] | 0% | 10% | u | -53%[inhibitor] | -16 | 9% | u | u
O=C(C1CCCN(S(=O)(=O)c2cccc3nonc23)C1)N1CCC(Cc2ccccc2)CC1 (stereo not drawn) | x | -3% | -4% | 2% | x | x | -24% | x | 29% | x | x
